CD11b adhes enh = increases human CD11b/CD18 adhesion to fibrinogen; activation, % at 10 µM; AID 1499; actives 0.07% (n = 93,000); K562 CD11b/CD18 adhesion to fibrinogen, ATPlite luminescence; P05107+P11215;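 active means 10 µM primary screen giving 50% or more activity, confirmed by 40% or more on retest at that dose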; further: strong numbers were not always called active; reference of the scale not given here
Target sequence (P05107 whole entry, looked up, other chains not shown): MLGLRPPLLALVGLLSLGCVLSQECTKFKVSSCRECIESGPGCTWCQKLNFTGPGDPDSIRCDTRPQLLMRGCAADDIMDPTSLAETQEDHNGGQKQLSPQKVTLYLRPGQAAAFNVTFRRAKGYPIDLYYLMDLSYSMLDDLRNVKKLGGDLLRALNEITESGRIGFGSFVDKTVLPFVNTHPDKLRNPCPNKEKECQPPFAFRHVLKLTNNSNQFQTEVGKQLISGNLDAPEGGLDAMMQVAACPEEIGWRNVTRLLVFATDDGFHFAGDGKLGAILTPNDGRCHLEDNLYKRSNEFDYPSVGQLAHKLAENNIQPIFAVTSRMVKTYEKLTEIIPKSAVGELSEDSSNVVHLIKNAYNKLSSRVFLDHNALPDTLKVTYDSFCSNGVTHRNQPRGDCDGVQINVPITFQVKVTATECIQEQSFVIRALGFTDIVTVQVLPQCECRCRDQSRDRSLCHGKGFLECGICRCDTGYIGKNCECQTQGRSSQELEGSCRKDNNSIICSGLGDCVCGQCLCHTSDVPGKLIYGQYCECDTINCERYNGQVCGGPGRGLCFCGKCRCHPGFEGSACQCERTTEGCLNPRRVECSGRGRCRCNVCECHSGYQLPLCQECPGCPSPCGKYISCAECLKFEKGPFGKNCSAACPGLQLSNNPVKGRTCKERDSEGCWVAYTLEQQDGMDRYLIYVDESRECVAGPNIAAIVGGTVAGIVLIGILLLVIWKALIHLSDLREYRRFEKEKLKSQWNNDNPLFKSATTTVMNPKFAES
The depositor's hits bear a star. Only part of the results is shown; count on the stated rates, not on these rows.

CD11b adhes enh	SMILES
-2	CCOc1ccccc1/C=N/NC(=O)c1ccc(Cn2cc([N+](=O)[O-])cn2)o1
-1	O=C(Nc1cc(C(F)(F)F)ccc1N1CCOCC1)c1ccccc1
0	Cc1ccc(S(=O)(=O)N2CCOCC2)cc1NC(=O)COC(=O)Cc1ccsc1
-7	O=C(/C=C/c1ccccc1)C1C(=O)c2ccccc2C1=O
8	COCCN(C(=O)CN1CCCc2ccccc21)c1c(N)n(Cc2ccccc2)c(=O)[nH]c1=O
12	COc1ccccc1N=CC1=C(O)CC(c2ccccc2)CC1=O (configuration not stated)
3	CCOC(=O)Nc1sc(C)c(C)c1C(N)=O
2	COc1ccccc1NC(=O)Cn1nnc(-c2ccccc2NC(=O)c2cc3ccccc3oc2=O)n1
117*	CCN(CCO)c1nc(SC)nc2c1sc1nc(-c3ccco3)c3c(c12)CCC3
-2	Cc1cc(C)c2c(c1)/C(=N/NS(=O)(=O)c1ccccc1)CCC2
2	CN(Cc1ccccc1)S(=O)(=O)c1ccc(OCC(=O)Nc2cccc([N+](=O)[O-])c2)cc1
-4	COC(=O)c1ccc2c(c1)C(C)(C)C(/C=C/c1ccc(O)cc1)=[N+]2C
-3	COc1ccc(NC(=S)Nc2nc(CC(=O)Nc3ccccc3OC)cs2)cc1
3	O=[N+]([O-])c1ccc(N2CCN(S(=O)(=O)c3ccccc3[N+](=O)[O-])CC2)cc1N1CCc2ccccc2C1
2	CCOC(=O)c1c(C)[nH]c(C(=O)OCC(=O)Nc2ccc(OCC)cc2)c1C
3	Cc1ccc(C)c(NS(=O)(=O)c2cc(C(=O)NCCC3=CCCCC3)ccc2C)c1
-1	O=C(c1ccc([N+](=O)[O-])cc1)N1CCN(Cc2ccccc2)CC1
0	COc1ccc(N2CCN(C(=O)CSc3nnc4c(C)cc5ccc(C)c(C)c5n34)CC2)cc1
-4	CCCCN=c1scc(-c2ccc3c(c2)NC(=O)CO3)n1N=C1CCCC1
0	CCCCCCCC(=O)NC(Nc1ccccc1OC)C(Cl)(Cl)Cl (configuration not stated)
0	Cc1c(C(=O)N2CCC(C)CC2)sc2ncnc(N3CCN(c4ccccc4)CC3)c12
-1	O=C(CCNc1ccccc1)c1cccc([N+](=O)[O-])c1
-5	O=C(CSc1nc2ccccc2[nH]1)Nc1nc(-c2cccc(Br)c2)cs1
8	COC(=O)C1=C(NC(=O)COc2ccc(Cl)cc2Cl)CCS1
-1	Cc1sc2ncn(C(C)C(=O)OC3CCCCC3)c(=O)c2c1C (configuration not stated)
-1	CC[n+]1c(/C=C/N(C)c2ccccc2)oc2ccccc21
-4	Cc1ccc(CNC(=O)Cn2c([N+](=O)[O-])cnc2C)cc1
2	Cc1c(N/C(=N/S(=O)(=O)c2ccccc2)c2ccc(Cl)cc2)c(=O)n(-c2ccccc2)n1C
-4	COc1ccc(C2CC(=O)Nc3sc(=N)c4c(N)c(C#N)c(N)nc4c32)cc1OC (configuration not stated)
2	Cc1ccccc1OCC(=O)NNC(=S)NC(=O)c1ccco1
1	O=C(CC(c1ccccc1)c1ccccc1)NCC1CCCO1 (configuration not stated)
-2	COC(=O)c1cc2c(-c3ccccc3)c(C)c3ccccn3c-2c1C(=O)OC
-2	C/C(=N\NC(=O)c1cc2c(s1)CCC(C)C2)c1cccnc1 (configuration not stated)
7	Cc1ccc(-n2c(SCC(=O)Nc3cccc(S(=O)(=O)NC4=NCCCCC4)c3)nc3ccccc3c2=O)cc1
103	COc1cccc(N=c2oc3ccc(OC)cc3cc2-c2nc3ccccc3[nH]2)c1
-3	CCCC/C(C)=N\NC(=O)CNS(=O)(=O)c1ccc([N+](=O)[O-])cc1
2	CCCS(=O)(=O)c1nc(S(=O)(=O)c2ccc(C)cc2)c(NCc2ccc3c(c2)OCO3)s1
-2	CCCSc1nc(NCc2ccco2)c2c3c(sc2n1)COC(C)(CC)C3 (configuration not stated)
20	COc1ccc(N2CCN(C(=O)CSc3nnc4c(C)cc5c(C)cc(C)cc5n34)CC2)cc1
-7	Cc1cc(O)c(C(C)C)cc1NC(=O)c1ccc(Cl)cc1
-13	Cc1ccc(S(=O)(=O)c2nc(Nc3ccccc3)sc2Cl)cc1
2	COc1ccc(/C=N/NC(=O)c2ccc(C)cc2)cc1CN1CCN(c2ccc(F)cc2)CC1
-1	CNC(=O)C1C(=S)NC(N)=C(C#N)C1c1ccccc1 (configuration not stated)
0	COc1ccc2cnnc(SCC(=O)Nc3ccc(C(=O)O)cc3)c2c1OC
0	O=C(CSc1nnc(CCCN2C(=O)c3cccc4cccc(c34)C2=O)n1-c1ccccc1)N1CCCCC1
-3	Cc1cc(NC(=O)CSc2nnc(-c3c[nH]c4ccccc34)n2-c2ccc(Cl)cc2)no1
-3	O=C(c1ccco1)N(CCC(c1ccccc1)c1ccco1)Cc1ccco1 (configuration not stated)
-1	Cc1cccc(CSc2ccc(-c3cccs3)nn2)c1
-9	O=C(N/N=C/c1ccc(N2CCOCC2)c([N+](=O)[O-])c1)c1ccc(F)cc1
23	O=C(CSCc1ccc(Cl)cc1)Nc1ccc(-c2nnc(-c3ccccc3)o2)cc1

Further records:
CD11b adhes enh	SMILES
0	COC(=O)c1c(-c2ccccc2)csc1NC(=O)c1c(-c2ccccc2)noc1C
14	COc1cc(-c2ccc(NC(=O)c3ccc(C)cc3)c(OC)c2)ccc1NC(=O)c1ccc(C)cc1
118	O=C(Nc1nc2ccc(Oc3ccccc3)cc2s1)c1cc([N+](=O)[O-])ccc1N1CCOCC1
1	COCCOC(=O)c1sc(=S)n(CCOC)c1N
1	N=C1CCCN1CC(=O)c1ccc(Cl)cc1
7	COc1ccc(C2=NN(C(=O)CSc3nc4ccccc4s3)C(c3ccc(F)cc3)C2)cc1 (configuration not stated)
-3	CCCC(C)C(=O)Nc1nc(C)c(-c2csc(Nc3ccccc3OC)n2)s1 (configuration not stated)
0	CCc1cccc2c(SC(C)C(=O)NCC3CCCO3)nc(-c3ccccc3)nc12 (configuration not stated)
-3	Cc1cc(C)cc(C(=O)Nc2nnc(SCC(=O)N3CCCc4ccccc43)s2)c1
10	Cc1ccc(C(=O)Oc2coc(CSc3nnc(NC(=O)C4CC4)s3)cc2=O)cc1
53	COc1ccc(NC(=O)C2(c3ccc(NC(=O)c4ccc(OC)cc4)cc3)CCCC2)cc1
-4	COc1ccc2nc(-n3c(O)c(C4=c5ccccc5=NC4=O)[nH]c3=S)sc2c1
2	Cn1ncc(Br)c1C(=O)NCc1cccs1
3	CS(=O)(=O)c1cnc(-c2ccccc2)nc1Oc1ccc(Cl)cc1
1	CCCCNS(=O)(=O)c1ccc(NC(=O)C2c3ccccc3Oc3ccccc32)cc1
-2	O=[N+]([O-])c1ccc(Oc2c(F)c(F)nc(N3CCCC3)c2F)cc1
19	CCN(CC)c1ccc(NC(=O)Cn2c(C(C)NC(=O)c3ccccc3)nc3ccccc32)cc1 (configuration not stated)
-1	COCCCN(C(=S)Nc1ccc(C)cc1Cl)C(C)c1ccncc1 (configuration not stated)
3	C/C(=N\N=C(/N)SC1CC(=O)N(c2ccc(Cl)c(Cl)c2)C1=O)c1cccs1 (configuration not stated)
-2	Cc1ccc(/C=C(/NC(=O)c2ccccc2)C(=O)NCCc2c[nH]c3ccccc23)o1
7	O=c1c2c3c(sc2ncn1Cc1ccc(F)cc1)CCC3
0	Cn1cccc1/C=N/n1c(-c2ccc(Cl)cc2)n[nH]c1=S
2	Cc1ccc(C(=O)N/C(=C/C=C\c2ccccc2)C(=O)NCc2ccco2)cc1
-2	CCN(CC)c1ccc(NC(=O)c2ccc(Cl)nc2)cc1
11	O=C(N=C1c2ccccc2CN1c1ccc(F)cc1)c1ccc(Cl)nc1
2	N#Cc1c(-c2ccccc2)cc(C2CC2)nc1SCC(=O)c1cccs1
1	Cc1snc(S(=O)(=O)Cc2c(Cl)cccc2Cl)c1C#N
3	CCN=C1S/C(=C\c2sccc2C)C(=O)N1CC
-1	CCC(C)NC(=O)c1ccccc1NC(=O)/C(=C/c1ccc(OC)cc1)c1ccccc1 (configuration not stated)
-6	CCCc1ccc(-c2cc(C(=O)N/N=C/c3ccc([N+](=O)[O-])o3)c3ccccc3n2)cc1
6	O=C(CSc1nnnn1-c1ccccc1)N1N=CCC1c1ccccc1 (configuration not stated)
6	CC(Oc1ccccc1)c1ccnn1S(=O)(=O)c1ccccc1 (configuration not stated)
-3	CC1CCC/C(=N\NC(=O)COc2ccccc2Cl)C1 (configuration not stated)
2	CC(=O)N(NC(=O)c1ccc(C)cc1)C1CC(=O)N(c2ccccc2Cl)C1=O (configuration not stated)
-6	Fc1cc(Br)ccc1NC(=S)Nc1ccccc1
-2	Cc1ccc(S(=O)(=O)N(C)C)cc1NC(=O)COC(=O)CCC(=O)c1ccc(F)cc1
-6	COc1cnn(-c2ccc(C)cc2)c(=O)c1SCc1ccccc1
-2	COc1ccc(OC2C(=O)N(Cc3ccc4c(c3)OCO4)C2c2sccc2C)cc1 (configuration not stated)
48	Cc1ccc(-c2nnc(NCc3nc4ccccc4[nH]3)c3ccccc23)cc1S(=O)(=O)N(C)C
-3	N#Cc1c(NC(=O)CSc2nnc(-c3ccccc3)o2)sc2c1CCCC2
-3	O=C(Nc1ccc(Cl)cc1)C1CCC(=O)N1Cc1ccccc1Cl (configuration not stated)
-6	Cc1ccc(-c2cc(C(=O)NCc3cnn(C)c3C)c3cc(Br)ccc3n2)cc1
18	COc1ccc(-c2cn(-c3ccc(OC)cc3)c(=S)[nH]2)cc1
0	Oc1ccc(/C=N/NC2=NCCCCC2)c(O)c1
-3	COCCN1CCc2c(C)nc3c(-c4ccc(OC)c(OC)c4)cnn3c21
16	Cc1cccc(C(=O)O/N=C/c2c(N3CCOCC3)n(C)c3ccccc23)c1
-4	Cc1ccc(S(=O)(=O)N(C)Cc2ccc(C(=O)NN=C3C4CC5CC(C4)CC3C5)cc2)cc1
-3	Cc1c(NC(=O)c2cccc(-c3cc4ccccc4oc3=O)c2)cccc1-c1nc2ncccc2o1
2	O=[N+]([O-])c1cccc(Cl)c1NCCNS(=O)(=O)c1ccc(Cl)cc1
-2	COc1ccc(-c2nc(-c3cccc(C)c3)[nH]c(=O)c2C#N)cc1

More compounds
CD11b adhes enh	SMILES
-2	Cc1cc(NS(=O)(=O)c2ccc(NC(=O)c3cc4ccccc4o3)cc2)no1
0	COc1ccc(-c2c(S(=O)(=O)c3ccccc3)cnn2-c2ccccc2)cc1
-2	Cc1ccnc(SCC(=O)c2cccc([N+](=O)[O-])c2)n1
2	CCNC(=O)OCCC12CC3CC(CC(C3)C1)C2
-2	COC(=O)c1ccc(C(C(=O)NCc2ccccc2)N(Cc2cccs2)C(=O)c2cnccn2)cc1 (configuration not stated)
-3	Cc1cc(C)n2cc(CSc3nc4ccccc4s3)nc2n1
7	Cc1ccc(NC(=O)Cc2ccc3c(c2)CCCC3)cc1C
-4	CN1CCN(S(=O)(=O)c2cccc(C(=O)Nc3nc(-c4ccccc4)cs3)c2)CC1
8	Clc1ccc(-c2nc3ccccc3n2OCc2ccccc2)cc1
-2	COc1c(Cl)cc(Cl)cc1CNCCNCC(C)O (configuration not stated)

As a working copy, part of the list above.
CD11b adhes enh	SMILES
-3	COCCN1CCc2c(C)nc3c(-c4ccc(OC)c(OC)c4)cnn3c21
16	Cc1cccc(C(=O)O/N=C/c2c(N3CCOCC3)n(C)c3ccccc23)c1
-4	Cc1ccc(S(=O)(=O)N(C)Cc2ccc(C(=O)NN=C3C4CC5CC(C4)CC3C5)cc2)cc1
-3	Cc1c(NC(=O)c2cccc(-c3cc4ccccc4oc3=O)c2)cccc1-c1nc2ncccc2o1
2	O=[N+]([O-])c1cccc(Cl)c1NCCNS(=O)(=O)c1ccc(Cl)cc1
-2	COc1ccc(-c2nc(-c3cccc(C)c3)[nH]c(=O)c2C#N)cc1
-2	Cc1cc(NS(=O)(=O)c2ccc(NC(=O)c3cc4ccccc4o3)cc2)no1
0	COc1ccc(-c2c(S(=O)(=O)c3ccccc3)cnn2-c2ccccc2)cc1
-2	Cc1ccnc(SCC(=O)c2cccc([N+](=O)[O-])c2)n1
2	CCNC(=O)OCCC12CC3CC(CC(C3)C1)C2
-2	COC(=O)c1ccc(C(C(=O)NCc2ccccc2)N(Cc2cccs2)C(=O)c2cnccn2)cc1 (configuration not stated)
-3	Cc1cc(C)n2cc(CSc3nc4ccccc4s3)nc2n1
7	Cc1ccc(NC(=O)Cc2ccc3c(c2)CCCC3)cc1C
-4	CN1CCN(S(=O)(=O)c2cccc(C(=O)Nc3nc(-c4ccccc4)cs3)c2)CC1
8	Clc1ccc(-c2nc3ccccc3n2OCc2ccccc2)cc1
-2	COc1c(Cl)cc(Cl)cc1CNCCNCC(C)O (configuration not stated)

Remaining list, next part
CD11b adhes enh	SMILES
7	CC(NC(=O)/C=C/c1cnc2ccccc2n1)C12CC3CC(CC(C3)C1)C2 (configuration not stated)
-1	O=C(Nc1nc(-c2ccccc2)c(-c2ccccc2)s1)c1ccc(S(=O)(=O)N2CCCC2)cc1
-6	C=CCNC(=O)c1onc(CSc2ccc(F)cc2)c1C(=O)NCCOC
-2	COc1cc(/C=N/N=C2\CC3CCC2(C)C3(C)C)ccc1O (configuration not stated)
2	COc1cc(CCC(=O)OCC(=O)Nc2nc(C)c(Cl)cc2Cl)cc(OC)c1OC
5	Cc1ccc(/C=C/C(=O)Nc2ccc(Oc3ccccc3)cc2)o1
-1	CN(C)c1ccc(NC(=O)COC(=O)CCC(=O)c2ccc(F)cc2)cc1
10	COc1ccc(C2=NN(CC(=O)NCc3ccco3)C(=O)CC2)cc1
-4	CC(Sc1nnc(Nc2ccccc2)s1)C(=O)NC1CCCc2ccccc21 (configuration not stated)
0	CN(c1cccc(Cl)c1)S(=O)(=O)c1cccc(C(=O)Nc2nc3ccccc3[nH]2)c1
2	N/C(=N\OC(=O)CCC1CCCCC1)c1cccnc1
-5	CC(C)C(=O)Nc1cccc(C(=O)OCC(=O)c2ccc(Cl)cc2Cl)c1
-6	O=C(Cc1ccccc1[N+](=O)[O-])NCc1ccc(Cl)cc1Cl
-5	O=C(NNC(=O)C1CCCCC1)C(=O)NC1CCCCC1
0	Cc1ccc2ccccc2[n+]1CCCS(=O)(=O)[O-]
